Source: PubChem (several laboratories)
PHOSPHO1 block – inhibitors of human PHOSPHO1 phosphatase. inhibition, % at 13.3 µM. Q8TCT1. recombinant PHOSPHO1, absorbance phosphatase assay. AID 1565. 1.1% of 290,000 active; in the data active = inhibition above about 60%
IDE inh – inhibitors of human insulin-degrading enzyme in cells; P14735; HEK cells, FAbetaB cleavage, fluorescence polarization; inhibition, % at 5.59 µM; 0.41% of 320,000 active;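 active = percent inhibition above the average of all tested compounds plus 3 SD, set per screening campaign, cut at about 16% in these data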;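 also: IDE supplied by intact live HEK cells; FP after avidin binding of uncleaved biotin substrate so inhibition keeps polarization high; 0% = DMSO wells and 100% = 60 µM reference IDE inhibitor Ii1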
CHRM4 PAM – CHRM4 positive allosteric modulation | activation, % at 3 µM | AID 624126 | CHO-K1 hM4/Gqi5, Fluo-8 calcium fluorescence, ACh EC20; 0% = ACh EC20, 100% = maximal ACh | 0.4% of 360,000 active;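 active = activation above its plate's cutoff, the mean activation of sample wells plus 3 SD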; also: some results filed as inactive read as strong as hits
GalR3 antag – antagonists of human GalR3. HEK293 GalR3-CNG cAMP membrane potential fluorescence; galR3 body fused to GalR1 C-terminus. inhibition, % at 3 µM. 0.44% of 360,000 active. AID 651719;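 active = inhibition above the screen-wide average plus 3 SD, cut at about 13% in these data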;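 also: forskolin and galanin both at EC90 stimulate the cells; cAMP rise reported by CNG channel membrane potential dye signal; 0% = forskolin plus galanin with DMSO and 100% = forskolin alone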
Target sequence (O60755 1-299 limits assumed): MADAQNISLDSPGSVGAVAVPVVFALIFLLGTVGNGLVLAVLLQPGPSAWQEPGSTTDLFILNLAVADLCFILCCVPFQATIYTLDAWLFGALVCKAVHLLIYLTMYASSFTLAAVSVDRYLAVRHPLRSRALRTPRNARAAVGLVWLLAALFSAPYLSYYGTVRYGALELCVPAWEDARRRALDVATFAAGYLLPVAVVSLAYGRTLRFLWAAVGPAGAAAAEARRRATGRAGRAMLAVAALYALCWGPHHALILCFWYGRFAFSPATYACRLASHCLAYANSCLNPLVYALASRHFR
CRFR2-BP ag – CRF-BP/CRF-R2 complex agonism | HEK293 CRF-R2/CRF-BP, calcium dye fluorescence (FLIPR); percent of saturating CRF peptide response | activation, % at 13.2 µM | 0.46% of 350,000 active;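 active = activation of at least 50%, plus an integration ratio under a set limit after plate pattern correction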;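 also: plate controls were neutral control wells without compound for no effect and CRF at EC100 for full effect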
p-CIP stab down – compounds decreasing mouse p/CIP protein stability | Q05BA5 | AID 1984 | decrease of EGFP signal, % at 10 µM | F442A p/CIP-EGFP cells, EGFP fluorescence, 16 h | 0.01% of 290,000 active;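 active = EGFP signal decrease of at least 30% at 10 µM or well 3 SD below plate mean, unless failing retest; inactive = the rest, including hits failing retest or dose response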; also: some compounds called inactive have numbers as strong as hits; many of its hits are not listed in these tables
MEKK3 PB1 HTS – raises or lowers MEK5 binding to the human MEKK3 PB1 domain; Q99759; bead-based flow cytometry, Alexa488-MEK5 binding to MEKK3; actives lie on both sides; 0 = blocked by unlabeled MEK5, 100 = vehicle; binding response (% of control), % at 10 µM; 1.4% of 290,000 active; AID 1529;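 active = binding response more than 3 SD above or below the average of its plate-row segment, actives on both sides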;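 also: Alexa488 bead fluorescence after subtracting the streptavidin-only scavenger bead signal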
Target sequence (Q99759 whole entry, looked up, the tested form may be a part): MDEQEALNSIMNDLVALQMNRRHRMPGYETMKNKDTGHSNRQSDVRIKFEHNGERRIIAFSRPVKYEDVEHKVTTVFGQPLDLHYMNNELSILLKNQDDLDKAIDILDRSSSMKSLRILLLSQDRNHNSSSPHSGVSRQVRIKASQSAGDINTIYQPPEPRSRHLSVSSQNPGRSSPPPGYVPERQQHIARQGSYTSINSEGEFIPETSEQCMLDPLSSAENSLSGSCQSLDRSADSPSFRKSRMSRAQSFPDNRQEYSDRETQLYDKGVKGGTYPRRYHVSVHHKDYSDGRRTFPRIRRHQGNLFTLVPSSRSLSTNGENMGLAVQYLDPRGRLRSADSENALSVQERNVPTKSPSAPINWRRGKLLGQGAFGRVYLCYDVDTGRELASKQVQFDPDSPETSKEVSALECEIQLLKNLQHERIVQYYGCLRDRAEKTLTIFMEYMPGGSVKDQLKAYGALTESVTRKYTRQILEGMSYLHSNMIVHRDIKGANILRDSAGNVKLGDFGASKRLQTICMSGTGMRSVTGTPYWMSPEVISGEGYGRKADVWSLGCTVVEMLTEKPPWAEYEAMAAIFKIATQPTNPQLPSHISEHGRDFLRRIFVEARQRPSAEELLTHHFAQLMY
CRFBP-R2 block – blocks CRF-induced signaling of the CRF-BP/CRF-R2 complex; HEK293 CRF-R2/CRF-BP, CRF-induced calcium fluorescence; inhibition, % at 11.8 µM; 0.59% of 350,000 active; AID 588475;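 active = inhibition of the ligand-induced calcium signal above about 50% at the single tested concentration, limit read from the data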
IDE cell activ – boosts human insulin-degrading enzyme activity in HEK cells; P14735; FAbeta-B cleavage, fluorescence polarization; 0% vehicle, 100% cell-free pure enzyme wells; activation, % at 5.96 µM; 0.073% of 340,000 active;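 active = activation above the mean of all tested compounds plus 3 SD, set per screening campaign, cut at about 17% in these data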
Active calls of the source: *; . = not tested or not shown. Outcome played no part in choosing rows; 4.2% or so of the library scored in one or more.

SMILES	PHOSPHO1 block	IDE inh	CHRM4 PAM	GalR3 antag	CRFR2-BP ag	p-CIP stab down	MEKK3 PB1 HTS	CRFBP-R2 block	IDE cell activ
O=C(CCCC(=O)N(CC(=O)NC1CCCC1)c1ccc(F)c(Cl)c1)Nc1ccccn1	43.5	0.2	-1.4	5.9	2.6	3.0	102.0	-7.9	4.3
Clc1ccc(-n2nnnc2-c2cnc(-c3ccccn3)nc2-c2cccs2)cc1	2.0	4.7	-1.2	-1.1	-1.4	2.2	100.0	-48.3	0.8
COc1ccc(C2c3sc(=O)[nH]c3SCC2C(N)=O)cc1 (stereo unspecified)	28.1	2.1	-2.7	0.5	2.6	-3.1	101.0	-7.9	6.8
COC(=O)C1=C(C)N(c2cc(C)cc(C)c2)/C(=C/c2ccc(O)cc2)C1=O	-3.0	10.4	-2.6	-6.7	-0.7	-14.3	96.0	0.2	-14.4
CCOc1ccc(C(=O)N2CCSC2=S)cc1	-16.5	2.6	7.5	-1.6	-0.5	-10.2	100.0	8.1	5.6
CC(=O)Nc1ccc(S(=O)(=O)Nc2nc3n(n2)C(c2ccccc2)CC(=O)N3)cc1 (stereo unspecified)	24.2	2.4	2.7	1.1	-0.2	-4.2	115.0	1.4	-0.2
COc1ccc(NC(=O)c2ccccc2Cl)c(NC(=O)c2ccco2)c1	22.5	.	-6.3	-7.1	-0.4	4.0	103.0	7.0	0.5
Nn1cnc2c([nH]c3ccccc32)c1=O	-3.4	5.9	3.4	-1.1	-0.2	1.6	101.0	1.0	8.9
O=C(CSc1nnnn1-c1ccc(O)cc1)Nc1ccc(N2CCOCC2)c(Cl)c1	7.4	-2.8	10.4	-3.2	-1.4	-4.1	97.0	-2.6	5.7
COc1ccc(/C=C2\CCCC3C2=NC(=S)NC3c2ccc(OC)cc2)cc1 (stereo unspecified)	21.1	0.7	12.9	-0.4	-1.4	-20.9	88.0	-18.9	0.6
Cc1ccc(OC(C)C)c(CN(CCO)CCO)c1	9.1	1.5	-1.4	0.0	-2.1	-2.8	99.0	6.1	3.1
Cc1ccc(S(=O)(=O)NCC(C)NC(=O)CN2CCOCC2)cc1 (stereo unspecified)	22.8	-0.9	-4.3	-8.6	-1.1	-14.5	101.0	8.4	-2.6
CCCCn1nc2cc(C(=O)NC3CCCc4ccccc43)ccc2c1OCC (stereo unspecified)	3.9	4.2	3.6	-4.6	0.9	-11.9	106.0	-2.0	1.0
Cc1onc(-c2c(F)cccc2Cl)c1C(=O)Nc1cccc2nsnc12	1.4	-0.2	-6.1	2.0	-0.9	-21.2	88.0	24.5	-2.0
COc1ccc(OC)c(NC(=O)Cn2c(=O)n(CC3CCCO3)c(=O)c3cc(OC)c(OC)cc32)c1 (stereo unspecified)	20.2	-1.4	11.0	1.6	-4.2	-4.1	99.0	-0.2	10.3
O=C(CCl)NNC(=O)c1c(O)c2ccccc2[nH]c1=O	50.8	-14.9	24.0	-2.7	-0.1	-22.9	101.0	-7.2	-0.3
COc1ccccc1C(=O)C1CCCN(C(=O)c2cccc(-n3cccn3)c2)C1 (stereo unspecified)	47.7	-0.4	-11.1	-0.7	-1.0	-10.1	107.0	10.4	-1.3
CC(=O)N1CCC(N(CCN2CCOCC2)C(=S)Nc2ccc(C)cc2C)CC1	-10.1	-1.2	12.8	-3.0	0.7	-4.2	109.0	4.1	13.2
O=C(OCCNc1ccc(C(F)(F)F)cc1[N+](=O)[O-])c1cc2ccccc2oc1=O	-5.9	9.5	-4.5	-4.6	0.5	-4.6	101.0	4.8	5.7
CC(C)/C=N/NC(=O)c1cc(Br)ccc1O	-4.6	1.2	6.1	2.9	3.2	-0.7	112.0	6.7	5.8
COc1ccc(C2NC(=S)NC3=C2CCc2ccccc23)cc1OC (stereo unspecified)	-28.0	15.9	-1.5	-3.3	0.9	-3.7	95.0	10.2	-4.0
CCc1nnc(SCC(=O)Nc2ccccc2)nc1CC	11.4	7.6	8.0	-4.6	1.1	-5.1	110.0	-14.5	-3.6
Cc1ccc(NC(=O)N2CCCN(C(=O)OC(C)(C)C)CC2)cc1Cl	-2.0	5.1	-2.7	0.7	2.6	4.9	103.0	-12.9	1.4
COc1ccccc1N(C)S(=O)(=O)c1ccc(C(=O)O)cc1	4.2	5.3	-1.2	-2.1	0.3	9.6	101.0	-3.3	1.6

Just CRFBP-R2 block, for 5 of the compounds above:
SMILES,CRFBP-R2 block
O=C(OCCNc1ccc(C(F)(F)F)cc1[N+](=O)[O-])c1cc2ccccc2oc1=O,4.8
Cc1ccc(NC(=O)N2CCCN(C(=O)OC(C)(C)C)CC2)cc1Cl,-12.9
O=C(CCl)NNC(=O)c1c(O)c2ccccc2[nH]c1=O,-7.2
Cc1onc(-c2c(F)cccc2Cl)c1C(=O)Nc1cccc2nsnc12,24.5
CCc1nnc(SCC(=O)Nc2ccccc2)nc1CC,-14.5

Continuation.
SMILES	PHOSPHO1 block	IDE inh	CHRM4 PAM	GalR3 antag	CRFR2-BP ag	p-CIP stab down	MEKK3 PB1 HTS	CRFBP-R2 block	IDE cell activ
COCC1CCCCN1Cc1cn[nH]c1-c1ccc2cc(OC)ccc2c1 (stereo unspecified)	43.6	2.4	0.1	-5.4	-1.8	-19.1	101.0	-3.3	2.3
CCS(=O)(=O)N1CCC(C(=O)Oc2ccccc2Cl)CC1	.	7.7	-2.0	-10.0	-3.2	-0.2	111.0	4.4	0.8
CCN(c1ccccc1)S(=O)(=O)c1ccc(C(=O)N(C)CCc2ccc(OC)c(OC)c2)cc1	22.5	-2.1	4.3	-6.5	3.0	-11.7	100.0	9.8	-3.1
CCN1CC(CN(C)Cc2nc(-c3ccc(C(F)(F)F)cc3)oc2C)CC1=O (stereo unspecified)	48.2	6.8	0.3	1.6	-1.5	1.7	97.0	-1.5	5.9
CCCCCCSc1cc(-c2nc3cc(C)ccn3c2NC2CCCCC2)ccc1OC	.	13.0	-6.7	-4.4	1.1	.	.	2.4	7.2
COC(=O)[C@H]1Cc2c([nH]c3ccccc23)[C@H](c2ccccc2)N1	42.0	4.4	4.9	-11.6	-0.9	-2.9	109.0	-16.1	0.2
CCOC(=O)C1=C(COC(=O)c2ccc(C)s2)NC(=O)NC1C (stereo unspecified)	.	-3.3	3.9	-2.4	0.3	.	.	-2.5	2.5
O=C(Nc1nnc(C2CC2)s1)c1cccc(S(=O)(=O)N2CC(c3ccccc3)CC2=O)c1 (stereo unspecified)	8.6	3.6	2.0	0.3	1.4	-7.9	96.0	-7.6	1.3
COC(=O)c1c(NC(=O)COC(=O)c2ccc(Cl)nc2)sc(C)c1C	.	4.6	0.8	-1.2	-1.2	.	.	-2.0	1.2
Cc1[nH]c(C)c2c(=O)[nH]ncc12	49.1	5.5	11.5	-0.8	0.5	-0.1	110.0	5.7	3.5
O=c1cc(-c2ccccc2)c2ccccc2[nH]1	-6.0	-6.0	-1.0	-0.9	-2.4	3.2	100.0	-1.1	-3.7
Nc1nonc1-n1nnc(C(=O)N/N=C/c2c(Cl)cccc2Cl)c1CN1CCOCC1	49.2	1.1	2.4	-7.5	1.3	-12.0	98.0	-8.0	-1.3
O=C(N/N=C/c1cccc(NC(=O)c2ccc(Cl)cc2)c1)c1cccc(O)c1	39.6	-1.6	-12.1	0.5	0.2	-12.0	99.0	4.2	-5.7
COc1ccc(N2CCN(C(=O)Cc3cccs3)CC2)cc1	-1.3	1.4	12.3	-3.7	1.3	-5.4	101.0	-9.7	4.2
COc1ccc(CC(=O)OCC(=O)NC2CCCC(C)C2C)cc1OC (stereo unspecified)	.	0.8	6.0	-4.9	-1.6	.	.	9.2	1.0
Cc1cc(S(=O)(=O)N2CCOCC2)ccc1OCC(=O)Nc1cccc(F)c1	23.9	5.7	-7.7	-8.3	1.6	1.0	98.0	-36.1	0.7
CCOC(=O)Nc1ccc2c(c1)N(C(=O)CCN(CC)CC)c1ccccc1CC2	3.1	1.9	-4.6	-5.5	5.1	-10.3	104.0	-1.1	-1.9
O=C(NCc1ccco1)c1cc(C(=O)C2CC2)c[nH]1	16.2	-1.2	-3.7	-4.2	0.8	-3.6	100.0	-9.9	2.6
Cn1c(CC(=O)NNC(=O)c2cccnc2)nc2ccccc21	.	-1.1	11.4	3.5	1.0	.	.	-12.8	7.6
COc1ccc(-n2cccc2C=O)cc1OC	35.8	0.2	17.1	-1.7	-1.3	-5.7	96.0	-17.8	0.1
O=C(O)Cn1nc(-c2ccc(Cl)cc2)ccc1=O	37.5	-0.8	1.8	-5.4	1.0	-3.3	100.0	-8.5	0.6
C=Cc1ccc(C(=O)NC2CCCN(Cc3ccccc3F)C2)cc1 (stereo unspecified)	35.7	0.6	1.1	-2.2	1.3	-4.2	101.0	-4.1	0.4
Cc1ccc([C@H]2C(C(=O)O)=CC[C@@H](c3cccs3)N2S(=O)(=O)c2ccc(C)cc2)cc1	.	-2.0	12.9	-6.0	-4.2	.	.	11.2	7.0
OCCCn1c(C2CCCN2c2nc(-c3ccc(F)cc3)cs2)nc2cc(Cl)c(Cl)cc21 (stereo unspecified)	.	5.5	3.7	1.4	2.5	.	98.0	-2.5	-3.3
O=C(Cc1n[nH]c(=O)c2ccccc12)Nc1ccc(-c2nnc3n2CCCCC3)cc1	24.1	2.8	-2.5	-2.7	-1.0	-10.7	101.0	-5.6	-4.4
COc1ccc(CC(NC(C)=O)C(=O)NC2CCN(c3c(Cc4ccccc4)c(C)nc4ncnn34)CC2)cc1OC (stereo unspecified)	16.7	1.1	.	2.2	.	-9.3	96.0	.	.
CCOC(=O)N1CCN(C(=O)C2CCN(Cc3cccc(OCc4ccccc4)c3)CC2)CC1	-6.4	5.0	-10.6	-1.3	1.9	-12.9	114.0	-20.0	3.1
O=C(NCC(=O)N1CCCCCC1)c1ccc(Br)cc1	.	1.1	-2.3	-2.4	0.0	5.5	105.0	-2.4	4.8
O=C(CSc1nnnn1-c1ccccc1)Nc1ncc(Cc2cc(Cl)ccc2Cl)s1	13.6	-0.9	0.2	-3.6	-0.7	-3.7	96.0	-0.1	7.3
CC(C)(C)n1ncc2c(=O)n(CC(=O)Nc3ccccc3)cnc21	6.0	1.2	1.7	-0.1	-0.6	-15.1	92.0	24.8	3.2
COc1ccc(N2CCN(C(=O)CCCCCn3c(=S)[nH]c4ccc(N5CCOCC5)cc4c3=O)CC2)cc1	.	.	-3.5	-3.7	-1.2	.	.	33.8	.
C=CCn1c(SCC(=O)Nc2c(C)n(C)n(-c3ccccc3)c2=O)nc2sc(C)c(C)c2c1=O	-6.3	3.5	-0.3	-6.3	1.6	0.8	96.0	39.4	-0.6
CCCC(=O)Nc1c(C)n[nH]c1C	-104.5	0.6	5.4	-2.5	2.2	-1.8	95.0	-2.4	4.0
CCOC(=O)c1sc(NC(=O)CSc2nncs2)c(C(=O)OCC)c1C	29.6	-6.3	1.9	-0.2	3.5	-28.5	111.0	9.0	-2.0
CC(CCc1ccccc1)NC(=O)CN1CCOc2ccccc21 (stereo unspecified)	.	3.4	0.9	-1.7	-5.2	.	101.0	-7.6	5.8
O=C(CCCC(=O)NCc1ccc(F)cc1)NCc1ccc(F)cc1	54.2	-0.7	5.7	-6.7	-0.1	-2.4	105.0	-4.2	-0.9
